POLI inh: blocks human DNA polymerase iota activity; Q9UNA4; Pol iota fluorescent replication assay, 10 min; Potency, µM (doses to about 115 µM), without a hit: at the top dose activity, negative = inhibition, actives largely listed as inhibitors; hit rate 1% among 390,000; note: potency is the fitted concentration of half-maximal effect
Target sequence (Q9UNA4 whole entry, looked up): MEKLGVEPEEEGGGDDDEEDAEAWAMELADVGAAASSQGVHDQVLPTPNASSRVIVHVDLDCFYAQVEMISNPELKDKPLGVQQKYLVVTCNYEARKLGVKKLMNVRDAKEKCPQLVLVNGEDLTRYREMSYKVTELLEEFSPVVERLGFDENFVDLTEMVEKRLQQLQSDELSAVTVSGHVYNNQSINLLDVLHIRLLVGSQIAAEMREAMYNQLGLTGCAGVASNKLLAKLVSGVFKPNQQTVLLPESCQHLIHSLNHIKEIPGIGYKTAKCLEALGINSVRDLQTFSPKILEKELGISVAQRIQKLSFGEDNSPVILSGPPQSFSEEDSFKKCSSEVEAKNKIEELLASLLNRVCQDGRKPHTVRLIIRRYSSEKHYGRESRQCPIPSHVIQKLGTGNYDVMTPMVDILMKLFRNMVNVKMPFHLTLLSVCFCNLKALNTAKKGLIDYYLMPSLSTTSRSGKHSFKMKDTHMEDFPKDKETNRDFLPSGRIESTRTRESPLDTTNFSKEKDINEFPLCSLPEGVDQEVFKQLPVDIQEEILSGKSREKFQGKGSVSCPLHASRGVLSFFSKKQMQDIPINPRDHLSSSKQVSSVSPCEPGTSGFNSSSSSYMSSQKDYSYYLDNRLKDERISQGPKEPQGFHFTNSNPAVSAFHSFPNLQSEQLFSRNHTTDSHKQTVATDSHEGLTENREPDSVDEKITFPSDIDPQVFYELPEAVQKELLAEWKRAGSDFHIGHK
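Fluorescent replication assay read twice, at 0 min and 10 min after adding 50 nM (final) substrate. Enzyme (10 nM) and compounds were first incubated 15 min at room temperature; enzyme-free buffer wells were negative controls.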
POLH inh: blocks human DNA polymerase eta activity. hit rate 1.2% among 390,000. Q9Y253. recombinant Pol eta, fluorescent DNA replication assay. Potency, µM (series often up to 114 µM), inactives show top-dose activity change, negative = inhibition, usual class: inhibitors; note: potency is the fitted concentration of half-maximal effect; % is set by controls: 0 for no effect and ±100 for the full control effect
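Pol eta (10 nM) was preincubated with compounds for 15 min at room temperature, after which fluorescent replication substrate (50 nM final) was added to start the reaction. Fluorescence was read kinetically at 0 and 10 min.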
Tb PGK inh: T. brucei PGK inhibition. P07378. PGK/GAPDH coupled, Kinase-Glo luminescence, 60 min. Potency, µM (highest dose often 57.5 µM), inactives show at the highest dose activity change, negative = inhibition, most hits filed as inhibitors. hit rate 0.043% among 380,000; note: potency is the fitted concentration of half-maximal effect; % is set by controls: 0 for no effect and ±100 for the full control effect; nearly all actives have a fitted effect of over 60% in size
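Luminescent ATP detection (Kinase-Glo Plus) follows a 60-minute room-temperature incubation, with wells lacking PGK as controls. Buffer: 100 mM TEA (pH 7.6), 5 mM MgCl2, 0.01% Tween-20. Coupling enzyme GAPDH (100 nM final) supplies unstable 1,3-BPG in-well.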
APE1 inh: blocks human APE1 abasic DNA cleavage; recombinant APE1, TAMRA/BHQ-2 abasic DNA cleavage fluorescence; hit rate 0.35% among 350,000; AID 2517; P27695; Potency, µM (series often up to 65.8 µM), inactives show top-dose activity change, negative = inhibition, most hits filed as inhibitors;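 note: potency is the fitted concentration of half-maximal effect; plate controls were vehicle for no effect and reference inhibitor for full effect; nearly all actives have a fitted effect of over 55% in size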
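Activity was derived from the fluorescence gain between first and third kinetic reads (60 s intervals, ex 525/em 598 nm) after 50 nM THF-abasic TAMRA/BHQ-2 duplex was added to 0.75 nM APE1 preincubated 15 min with compound.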
RXFP1 antagonist: blocks the human relaxin receptor RXFP1 | activity change, negative = inhibition, % at 57.5 µM | HEK293-RXFP1, relaxin-stimulated cAMP HTRF, 30 min; hits give low values | hit rate 0.59% among 350,000;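 active = activity change of -60% or lower, but not beyond a set lower limit; inconclusive = change between -60% and -40%, or beyond the set limit; inactive = change above -40%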; note: % is set by controls: 0 for no effect and ±100 for the full control effect
POLB inh: inhibitors of human DNA polymerase beta | P06746 | Pol beta primer extension/strand displacement, fluorescence kinetic | Potency, µM (top dose mostly 114 µM), inactives show top-dose activity change, negative = inhibition, usual class: inhibitors | hit rate 1.3% among 340,000 | AID 485314; note: potency is the fitted concentration of half-maximal effect; % is set by controls: 0 for no effect and ±100 for the full control effect
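Reaction started by 50 nM substrate onto compound-treated Pol beta (10 nM, 15 min preincubation, room temperature); plates read at 0 min and 10 min. Normalized concentration-effect data fitted by four-parameter Hill equation.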
Pol kappa inh: blocks human DNA polymerase kappa activity | purified Pol kappa, fluorescent DNA synthesis assay, 10 min | hit rate 0.53% among 400,000 | AID 588579 | Potency, µM (titrated, usually from 107 µM), for inactives: top-dose activity, negative = inhibition, usual class: inhibitors; note: potency is the fitted concentration of half-maximal effect; % is set by controls: 0 for no effect and ±100 for the full control effect
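Kinetic fluorescence screen: compound preincubated 15 min RT with 10 nM enzyme; 50 nM substrate (final) initiates; reads at 0/10 min.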
BLM inh: blocks DNA unwinding by human BLM helicase. P54132. recombinant BLM DNA unwinding, fluorescence dequenching. Potency, µM (series often up to 56.1 µM), without a hit: at the top dose activity change, negative = inhibition, hits mostly inhibitors. hit rate 0.2% among 350,000. AID 2528;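 note: potency is the fitted concentration of half-maximal effect; plate controls were vehicle for no effect and no enzyme for full effect; nearly all actives have a fitted effect of over 35% in size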
Apoferritin bind: binds horse apoferritin like a general anesthetic; Potency, µM (series often up to 77.5 µM), inactives show at the top dose activity change, negative = displacement, usual class: inhibitors; P02791; apoferritin/1-aminoanthracene competitive binding, fluorescence; hit rate 0.074% among 350,000; note: potency is the fitted concentration of half-maximal effect; % is set by controls: 0 for no effect and ±100 for the full control effect; nearly all actives have a fitted effect of over 20% in size
Target sequence (P02791 2-175 limits assumed): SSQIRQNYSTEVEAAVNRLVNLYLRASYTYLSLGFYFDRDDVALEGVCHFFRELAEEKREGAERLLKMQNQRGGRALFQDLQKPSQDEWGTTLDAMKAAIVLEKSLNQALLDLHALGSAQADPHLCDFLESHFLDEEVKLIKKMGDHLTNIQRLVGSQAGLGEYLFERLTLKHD
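Concentration-response curves derived by four-parameter Hill fitting of normalized fluorescence, where compounds displaced 1-AMA from 10 uM horse apoferritin following a brief 10 min room-temperature incubation; propofol titration acted as positive control.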
Numbers without * were called inactive; i = inactive; ? = inconclusive; . = no result given; & = joins results of further samples; [ ] = another dose, or the depositor's remark. Unless noted, calls come from the whole dose curve; as a rule, active = well fitted curve in the direction sought with a large enough effect; inconclusive = small, poorly fitted or top-dose-only effect, or another doubt; inactive = no such curve, though single readings can be large; an effect the other way counts as inactive or inconclusive. Only part of the results is shown, so the mix of outcomes need not match the whole.

no.	smiles	POLH inh	POLB inh	RXFP1 antagonist	Tb PGK inh	Pol kappa inh	POLI inh	APE1 inh	Apoferritin bind	BLM inh
1	COC(=O)COc1ccc(Oc2cc(C)nc(SC)n2)nn1	-3%	?	1	11%	10%	12%	1%	-1%	-8%
2	Oc1ccc2ccccc2c1CN1CCCCC1	-2%	.	-7	-4%	-3%	8%	.	.	.
3	CCn1cc(C(=O)O)c(=O)c2cnc(N3CCN(C(=S)Nc4ccccc4)CC3)nc21	-2%	-2%	3	i	0%	26%	-11%	31%[activator]	-12%
4	O=C(CCNC(=O)c1ccc(Br)cc1)NCC(c1ccco1)N1CCCCC1 (stereo not given)	-2%	.	3	4%	-8%	1%	-10%	.	.
5	Nc1cccc2c1C(=O)N(Cc1cccc(Cl)c1)C2=O	-7%	-21%	-3	i	-4%	67%[activator]	0%	429%[activator]	-7%
6	CCOc1ccccc1C=NNc1ccc([N+](=O)[O-])cn1	-21%	.	0	6%	-2%	63%[activator]	.	.	.
7	O=[N+]([O-])c1ccc(OS(=O)(=O)Cc2ccccc2)cc1	-17%	-1%	9	-1%	-4%	75%[activator]	-3%	-9%	1%
8	CC(C)(C)NC(=O)C(c1c[nH]c2ccccc12)N(C(=O)Cn1nnc(-c2ccc(Cl)cc2)n1)c1ccccc1F (stereo not given)	-27%	5%	-15	5%	-10%	0%	5%	2%	-8%
9	CCOc1ccccc1NC(=O)NC(C)c1ccc2c(c1)OCO2 (stereo not given)	.	-1%	.	.	.	.	51%[activator]	-19%	-7%
10	CCOC(=O)C(C)Sc1ccc2nnc(-c3ccc(F)cc3)n2n1 (stereo not given)	-12%	38%	-6	17%	-5%&9%	30%&2%[activator]	?	-21%	0%
11	CCc1nnc(NC(=O)c2ccc(NS(=O)(=O)c3ccccc3)cc2)s1	-10%	1%	-20	-5%	4%&-2%	17%&6%	-1%	-4%	1%
12	COc1ccc(S(=O)(=O)Cc2ccc(C(=O)N3CCN(c4cc(C)ccc4C)CC3)o2)cc1	?	?	-11	-6%	-4%&-7%	-3%&-32%	-19%	-7%&-8%	-7%&-5%
13	Cc1ccccc1CN1CCN(S(=O)(=O)c2cccs2)CC1	-21%	2%	5	-11%	-6%	51%[activator]	2%	1%	-10%
14	Cc1cccc([N+](=O)[O-])c1NC(=O)COC(=O)C1CCCO1 (stereo not given)	-9%	.	-2	-6%	-19%	-3%	45%[activator]	.	.
15	COc1ccc(NC(=O)Cc2nnc(SCC(=O)Nc3nccs3)n2C)cc1	5%	18%	-1	-3%	-6%	-6%	15%	-4%	-2%
16	COc1ccc(C(CNC(=O)Nc2ccccc2)N2CCN(C)CC2)cc1 (stereo not given)	-2%	45%	-3	-5%	2%	3%	36%	0%	0%
17	CCC1CCCCN1CCNS(=O)(=O)c1ccc2c(c1)oc(=O)n2C (stereo not given)	?	-10%	-2	i	-22%	?	5%	4%	-3%
18	COc1ccc(NS(=O)(=O)c2cccc(C(=O)OCC(=O)N3CCN(c4ccc(OC)cc4)CC3)c2)cc1	-21%	.	-14	0%	2%	19%	-15%	.	.
19	O=C(/C=C/NNC(=O)c1cccc(Br)c1)c1cccc(Br)c1	-6%	-1%	-9	-3%	-2%[60.1 µM]	19%	-2%	-18%	-7%
20	COc1cccc(OC)c1C(=O)NC(=S)NCc1ccccc1	-15%	5%	-18	0%	-2%	86%[activator]	-4%	-10%	-4%
21	C/C(=N\O)C(C)(C)Nc1cccc(F)c1	-7%	22%	-13	-9%	6%	-6%	12%	?	-2%
22	COc1cc(-c2cc3n(C)c(C)c(CCC(=O)NCc4ccccc4)c(=O)n3n2)cc(OC)c1OC	-12%	2%	2	-3%	-5%[60.1 µM]	18%	.	-7%	-1%
23	O=C(CS(=O)(=O)c1ccccc1)N1CCc2ccccc21	-4%	6%	5	-2%	-7%	31%[activator]	3%	-19%	-1%
24	NS(=O)(=O)c1ccc(CCNC2CC(=O)N(CCc3ccccc3)C2=O)cc1 (stereo not given)	-16%	33%	-6	-1%	2%	1%	12%	-6%	-4%
25	COc1ccc(NC(=S)N2CCNC(=O)C2CC(=O)Nc2cccc(Cl)c2C)cc1 (stereo not given)	-7%	35%	2	-3%	-5%	-2%	-4%	-1%	1%
26	CCN(CC)c1ccc(C(=O)NNC(=O)CN2C(=O)NC3(CCCCC3)C2=O)cc1	-11%	.	5	i	1%	37%[activator]	7%	.	.
27	CC(C)CC1=C/C(=C/c2ccc(-c3ccccc3)o2)C(=O)O1	2.8µM*	16µM*	9	-8%	45µM*	20µM*	?	-11%	-25%
28	Cc1ccc(/C=C2/NC(=O)N(Cc3ccccc3)C2=O)o1	-12%	1%	23	-3%	-11%	-8%	?	-17%	-5%
29	COc1cccc(CNC(=O)CN(C)S(=O)(=O)c2ccc3c(c2)n(C)c(=O)c(=O)n3C)c1	-22%	42%	-10	-9%	2%	48%[activator]	8%	-10%	3%
30	Cc1ccc(NC(=O)CCNS(=O)(=O)c2ccc3[nH]c(=O)oc3c2)c(C)c1	-7%	?	-23	-3%	-21%	-20%	-14%	1%	0%
31	COc1cc(C(=O)N2CCN(C(=O)Cc3ccccc3)CC2)cc(OC)c1OC	-21%	-2%	3	3%	-8%	12%	13%	-7%	0%
32	CC(=O)N1CCN(C(=O)C2(NC(=O)Nc3ccccc3Cl)CCCCC2)CC1	-14%	92%	-5	-1%	1%	1%	19%	2%	0%
33	O=C(Nc1ccc(Br)cn1)c1ccc([N+](=O)[O-])o1	-14%	14%	3	i	3%	-5%	-1%	-11%	-5%
34	CN(CC(=O)Nc1ccccc1Br)C(=O)c1n[nH]c2ccccc12	-13%	.	-9	-1%	-11%	-19%	-8%	.	.
35	CCCNc1nc(-c2ccccc2)c(C(=O)OCC)cc1C#N	-20%	2%	-12	-9%	-9%	-1%	-5%	-16%	-11%
36	Cc1cccc(NC(=S)N2CCN(c3cc(C)ccc3C)CC2)c1	-27%	-1%	-10	3%	-18%	19%	-5%	-8%	-9%
37	Cc1ccc(N=Cc2ccc(N(C)C)cc2)cc1	-10%	4%	5	-6%	-14%	15%	12%	-19%	-4%
38	Cc1cc2c(NC(=O)CCCC(=O)O)cccc2nn1	5%	-8%	3	-1%	-5%	-8%[58.9 µM]	-2%	3%	0%
39	N=c1c2c(n(Cc3ccc(Cl)c(Cl)c3)c3c1CCC3)CCCC2	-6%	5%	7	3%	-11%	15%	-4%	-23%	4%
40	COc1cc(/C=C/C(=O)NC(C)(C)C)ccc1OCc1ccccc1	?	0%	-3	0%	-17%	3%	19%	3%	-2%

Results in Apoferritin bind (2 entries from above):
| entry | canonical_smiles | Apoferritin bind |
| --- | --- | --- |
| 36 | Cc1cccc(NC(=S)N2CCN(c3cc(C)ccc3C)CC2)c1 | -8% |
| 40 | COc1cc(/C=C/C(=O)NC(C)(C)C)ccc1OCc1ccccc1 | 3% |

The list continues:
no.	smiles	POLH inh	POLB inh	RXFP1 antagonist	Tb PGK inh	Pol kappa inh	POLI inh	APE1 inh	Apoferritin bind	BLM inh
41	CCC(=O)Nc1cccc(NC(=O)CSc2nnc(-c3ccc(NS(C)(=O)=O)cc3)n2CC)c1	-4%	13%	-8	i	-2%	8%	-2%	-14%	-1%
42	CCOc1ccccc1C1c2[nH]c3ccccc3c2C[C@H]2C(=O)N(C3CC3)CC(=O)N12 (stereo not given in full)	-17%	2%	4	i	6%	-7%	11%	10%	-7%
43	Fc1cccc(CSc2ccc3nnc(-c4ccccn4)n3n2)c1	2%	3%	15	-10%	-6%	42%[activator]	-2%	-18%	0%
44	COc1cc(OC)cc(C(=O)NCCc2cnc[nH]2)c1	-11%	17%	12	-2%	7%	-14%	2%	-2%	2%
45	COc1cc(-c2nnc(SCCOc3ccccc3)o2)cc(OC)c1OC	-3%	8%	.	i	3%	13%	.	-8%	-1%
46	N#Cc1ccc(N2CCCNCC2)nc1	-7%	21%	2	2%	-11%	-14%	-7%	-5%	1%
47	Cc1cc(C)n2c(SCCC(C)C)nnc2n1	-4%	6%	10	3%	-17%	9%	-3%	?	-1%
48	Cc1onc(-c2c(Cl)cccc2Cl)c1C(=O)Nc1nc(C(C)(C)C)cs1	-19%	2%	-33	0%	-1%	74%[activator]	-8%	-13%	-10%
49	CSc1nc2ccc(S(=O)(=O)Nc3c(C)n(C)n(-c4ccccc4)c3=O)cc2s1	-15%	2%	14	i	-1%	-10%	-4%	-3%	1%
50	Cc1ccn2c(c1)nc(=O)c1cc(S(=O)(=O)N3CCOCC3)ccc12	-9%	38%[activator]	-30	-8%	-12%	-21%	-1%	-3%	-1%
51	COc1ccc(-n2c(=O)c3ccc(C(=O)NCc4ccc(C)cc4)cc3n(Cc3cccc(Cl)c3)c2=O)cc1	-4%	25%	.	3%	1%	15%	.	-7%	1%
52	CCOC(=O)C1=C(C)N(c2ccc(C)cc2)C(=O)/C1=C\c1ccc(O)c(OC)c1	-10%	9%	6	-12%	0%	7%	-12%	-6%	-7%
53	COc1ccc(OC)c(NC(=O)CCNS(=O)(=O)c2ccc3c(c2)oc(=O)n3C)c1	-17%&4%	3%&52%	10&-4	-10%&0%	-16%&-20%	69%&30%[activator]	19%	0%&0%	-2%&-2%
54	O=C(COc1ccccc1)N=C1SC2CS(=O)(=O)CC2N1c1ccc(F)cc1F (stereo not given)	-5%	0%	4	-2%	8%	9%	55%	-3%	-1%
55	Cc1cc(C)c(-c2cc(NC(=O)COC(=O)c3ccc(NC(=O)CC#N)cc3)n(-c3ccccc3)n2)cc1C	-8%	.	-6	-6%	-16%	5%	-2%	.	.
56	CC(Sc1nc2c([nH]c3ccccc32)c(=O)n1-c1ccccc1)c1ccccc1 (stereo not given)	-22%	0%	-7	-2%	-3%[60.1 µM]	16%	.	4%	-9%
57	CCCCC(CC)CNC(=O)c1[nH]c(C)c(C(C)=O)c1C (stereo not given)	-10%	?	.	7%	-17%	13%	0%	?	-2%
58	Cc1ccc(-c2noc(C3CCCN(C(=O)c4cccc([N+](=O)[O-])c4)C3)n2)o1 (stereo not given)	-15%	19%	-11	-1%	3%	-9%	-12%	-1%	-4%
